IDE cell inh = cellular human IDE inhibition | actives 0.41% (n = 320,000) | HEK cells, FAbetaB cleavage, fluorescence polarization | AID 434962 | inhibition, % at 5.59 µM;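 active = percent inhibition above the average of all tested compounds plus 3 SD, set per screening campaign, cut at about 16% in these data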;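 note: IDE supplied by intact live HEK cells; FP after avidin binding of uncleaved biotin substrate so inhibition keeps polarization high; 0% = DMSO wells and 100% = 60 µM reference IDE inhibitor Ii1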
Target sequence (P14735 whole entry, looked up): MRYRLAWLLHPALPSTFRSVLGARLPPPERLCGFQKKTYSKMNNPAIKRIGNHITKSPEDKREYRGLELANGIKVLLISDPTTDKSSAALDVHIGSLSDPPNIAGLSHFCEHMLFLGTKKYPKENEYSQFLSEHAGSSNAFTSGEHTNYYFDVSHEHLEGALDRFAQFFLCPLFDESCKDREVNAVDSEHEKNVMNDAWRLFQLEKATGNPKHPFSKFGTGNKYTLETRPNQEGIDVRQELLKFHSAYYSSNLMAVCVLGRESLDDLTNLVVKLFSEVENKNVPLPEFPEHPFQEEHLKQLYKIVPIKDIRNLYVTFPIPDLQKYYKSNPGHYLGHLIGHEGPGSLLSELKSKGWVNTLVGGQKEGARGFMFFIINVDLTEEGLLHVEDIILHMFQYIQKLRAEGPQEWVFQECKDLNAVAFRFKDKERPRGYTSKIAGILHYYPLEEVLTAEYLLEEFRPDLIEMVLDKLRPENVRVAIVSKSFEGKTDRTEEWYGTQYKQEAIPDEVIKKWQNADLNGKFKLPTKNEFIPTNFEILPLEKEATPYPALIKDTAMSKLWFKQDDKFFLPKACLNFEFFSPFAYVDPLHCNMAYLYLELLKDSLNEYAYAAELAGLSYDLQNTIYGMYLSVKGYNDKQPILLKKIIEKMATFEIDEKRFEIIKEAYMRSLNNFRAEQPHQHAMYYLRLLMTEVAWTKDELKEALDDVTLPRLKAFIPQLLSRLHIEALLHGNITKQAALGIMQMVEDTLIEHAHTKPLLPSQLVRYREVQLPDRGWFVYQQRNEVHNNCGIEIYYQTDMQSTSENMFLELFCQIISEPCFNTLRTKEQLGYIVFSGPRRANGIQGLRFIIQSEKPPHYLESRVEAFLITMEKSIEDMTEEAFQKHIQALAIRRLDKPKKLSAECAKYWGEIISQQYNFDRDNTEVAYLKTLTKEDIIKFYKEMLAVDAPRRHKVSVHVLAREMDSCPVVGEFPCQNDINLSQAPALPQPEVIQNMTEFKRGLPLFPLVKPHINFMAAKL
IDE cell activ = IDE (human) activation, cell-based | HEK cells, FAbeta-B cleavage, fluorescence polarization; 0% vehicle, 100% cell-free pure enzyme wells | actives 0.073% (n = 340,000) | P14735 | AID 493087 | activation, % at 5.96 µM;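 active = activation above the mean of all tested compounds plus 3 SD, set per screening campaign, cut at about 17% in these data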
Active calls of the source: *. The list is partial; the hit share may differ from the screen's.

SMILES	IDE cell inh	IDE cell activ
CCc1ccccc1OCC(=O)NCC1COc2ccccc2O1 (stereo unspecified)	7	3
COc1ccc(CN(C)C(=O)Cc2ccc(S(=O)(=O)N3CCOCC3)s2)cc1OC	-1	2
CCOC(=O)c1sc(NC(=O)C2CC(=O)N(c3ccc4c(c3)OCCO4)C2)nc1C (stereo unspecified)	-3	-6
COc1ccc(C)cc1NC(=O)/C=C/c1ccc(OC)c(S(=O)(=O)N2CCOCC2)c1	4	-6
CC(Oc1ccccc1C(N)=O)C(=O)Nc1ccc(S(=O)(=O)N2CCCC2)cc1 (stereo unspecified)	5	0
Cc1ccc(S(=O)(=O)N2CCC[C@H]2C(=O)OCc2cc(=O)oc3cc(C)ccc23)cc1	5	8
COc1ccc(/C=C/C(=O)OCC(=O)NC2CCS(=O)(=O)C2)cc1 (stereo unspecified)	-4	2
Cc1cc(C)cc(NC(=O)COC(=O)c2ccc(CN3CCCC3=O)cc2)c1	2	-1
CC1CC(C)(C)CC2(C1)NC(=O)N(CC(=O)OCc1ccc(Br)cc1)C2=O (stereo unspecified)	-1	8
Cc1ccc(C(=O)c2ccccc2C(=O)Nc2ccccc2)cc1	3	2
Cc1c(C2(O)CCCCC2)[nH]c2cnccc12	5	3
Cc1ccc(C)c(C(=O)CCC(=O)N2CCN(c3cccc(C(F)(F)F)c3)CC2)c1	-6	-5
O=C(Cc1c(F)cccc1Cl)Nc1cc(S(=O)(=O)N2CCOCC2)ccc1N1CCCC1	-2	-1
COc1cccc(NC(=O)CN(C)C(=O)c2cn(-c3ccccc3)nc2-c2cccnc2)c1	-2	-3
Cc1ccc(NC(=O)COc2coc(CN3CCc4ccccc4C3)cc2=O)c(C)c1	1	1
COc1ccc(CC(=O)OC(C)C(=O)Nc2ccc(S(N)(=O)=O)cc2)cc1 (stereo unspecified)	0	4
COc1cccc(NC(=O)CN(C)C(=O)c2cc(C3CC3)nn2-c2ccccc2)c1	0	-4
Cc1ccc(Cl)c(OCC(=O)Nc2ccccc2N2CCCCC2)c1	-2	4
O=C(NCC(c1ccc(F)cc1)N1CCOCC1)c1ccco1 (stereo unspecified)	-2	3
CCN(C(=O)COC(=O)C1CCN(S(=O)(=O)c2ccc3c(c2)OCCO3)CC1)C1CCCCC1	3	2
COc1ccc(COC(=O)CCNC(=O)c2ccc(Cl)cc2)cc1	0	2
O=C(COC(=O)c1ccc(F)c(S(=O)(=O)N2CCOCC2)c1)NCc1ccc(Cl)cc1	2	-7
CCCCn1c(N)c(N(CC(C)C)C(=O)c2ccc(-c3ccc(C(C)=O)cc3)o2)c(=O)[nH]c1=O	2	-2
CN(C)S(=O)(=O)c1ccc(NC(=O)CN2CCCC2c2ccc3c(c2)OCCCO3)cc1 (stereo unspecified)	-4	2
C[C@H](CO)N1C[C@H](C)[C@@H](CN(C)S(=O)(=O)c2cccs2)Oc2c(NC(=O)C3CC3)cccc2C1=O	5	4

The results go on.
SMILES	IDE cell inh	IDE cell activ
CCN(c1ccccc1)S(=O)(=O)c1ccc(C(=O)NNC(=O)c2ccccc2F)cc1	-1	2
COc1ccc(S(=O)(=O)N2CCCCCC2)cc1C(=O)NCCOc1ccc(C)cc1	7	0
CC(C)[C@H](NC(=O)c1ccccc1)C(=O)OCC(=O)Nc1sccc1C(N)=O	0	4
CC(O)[C@H]1CNCCN1CCc1cccc(F)c1 (stereo partly specified)	2	3
Cc1ccc(OCCC(=O)Nc2ccc(S(=O)(=O)Nc3cc(C)nc(C)n3)cc2)cc1	1	-2
CCN(C(=O)COC(=O)c1cnc(C)cn1)c1c(N)n(Cc2ccccc2)c(=O)[nH]c1=O	-1	1
Cc1ccc(/C=C/S(=O)(=O)NCC(=O)OCC(=O)Nc2c(F)cccc2F)cc1	3	6
CCN(CC)CCOC(=O)C1(c2ccc([N+](=O)[O-])cc2)CCCC1	-5	1
COc1ccc(NS(=O)(=O)c2cccc(C(=O)NCCCN3CCCC3=O)c2)cc1	-2	0
COC(=O)c1ccccc1S(=O)(=O)N1CCC(C(=O)OCC(=O)NC2CCCCC2C)CC1 (stereo unspecified)	3	8
CCN(CC(=O)Nc1ccccc1C(F)(F)F)CC(=O)NC1CC1	-3	5
CC(C)NC(=O)N(C)C[C@@H]1Oc2ccc(NC(=O)CCN3CCOCC3)cc2CC(=O)N([C@@H](C)CO)C[C@@H]1C	0	-7
CCCCn1c(N)c(N(CCOC)C(=O)COC(=O)c2cc(CCC)c(C)s2)c(=O)[nH]c1=O	5	-2
CC(NC(=O)c1ccccc1F)c1nnc(SCC(=O)Nc2nnc(C3CC3)s2)n1C (stereo unspecified)	6	-2
O=C(COC(=O)C1=COCCO1)Nc1ncc(Cl)cc1Cl	1	-1
CCOC(=O)C1=C(COC(=O)c2ccc(OC(C)C)cc2)NC(=O)NC1C (stereo unspecified)	12	-2
O=C(CNS(=O)(=O)c1ccc2ccccc2c1)Nc1ccc(F)c(F)c1F	-1	6
CCc1ccc(OC(=O)Cc2ccc(OC)c(S(=O)(=O)N3CCOCC3)c2)cc1	2	1
COc1ccc([C@@H]2[C@@H]3C(=O)N(C(C)(C)C)C(=O)[C@@H]3[C@]3(Cc4ccccc4)C(=O)N(c4cccc(C)c4)C(=O)N23)cc1	-2	2
Nc1cc(C(=O)OCC(=O)NNC(=O)c2ccccc2)ccc1Cl	4	4
COc1ccc(CC(=O)OCC(=O)Nc2ccc(Cl)cc2C)cc1	2	-2
COc1cccc(-c2nc(SC)nc3sc(C(=O)NC(C)(C)C)c(N)c23)c1	1	0
COc1ccc(S(=O)(=O)Nc2cc3c4c(c2)CCN4C(=O)CC3)cc1C	6	1
CC(Oc1ccccc1)C(=O)N1CCN(c2ccc(N3CCOCC3)nn2)CC1 (stereo unspecified)	-3	4
N#Cc1ccccc1S(=O)(=O)N1CCN(CC(O)CN2CCOCC2)CC1 (stereo unspecified)	-1	2

Exported as a markdown table: part of the list above.
| mol | IDE cell inh | IDE cell activ |
| --- | --- | --- |
| CC(C)[C@H](NC(=O)c1ccccc1)C(=O)OCC(=O)Nc1sccc1C(N)=O | 0 | 4 |
| CC(O)[C@H]1CNCCN1CCc1cccc(F)c1 (stereo partly specified) | 2 | 3 |
| Cc1ccc(OCCC(=O)Nc2ccc(S(=O)(=O)Nc3cc(C)nc(C)n3)cc2)cc1 | 1 | -2 |
| CCN(C(=O)COC(=O)c1cnc(C)cn1)c1c(N)n(Cc2ccccc2)c(=O)[nH]c1=O | -1 | 1 |
| Cc1ccc(/C=C/S(=O)(=O)NCC(=O)OCC(=O)Nc2c(F)cccc2F)cc1 | 3 | 6 |
| CCN(CC)CCOC(=O)C1(c2ccc([N+](=O)[O-])cc2)CCCC1 | -5 | 1 |
| COc1ccc(NS(=O)(=O)c2cccc(C(=O)NCCCN3CCCC3=O)c2)cc1 | -2 | 0 |
| COC(=O)c1ccccc1S(=O)(=O)N1CCC(C(=O)OCC(=O)NC2CCCCC2C)CC1 (stereo unspecified) | 3 | 8 |
| CCN(CC(=O)Nc1ccccc1C(F)(F)F)CC(=O)NC1CC1 | -3 | 5 |
| CC(C)NC(=O)N(C)C[C@@H]1Oc2ccc(NC(=O)CCN3CCOCC3)cc2CC(=O)N([C@@H](C)CO)C[C@@H]1C | 0 | -7 |
| CCCCn1c(N)c(N(CCOC)C(=O)COC(=O)c2cc(CCC)c(C)s2)c(=O)[nH]c1=O | 5 | -2 |
| CC(NC(=O)c1ccccc1F)c1nnc(SCC(=O)Nc2nnc(C3CC3)s2)n1C (stereo unspecified) | 6 | -2 |
| O=C(COC(=O)C1=COCCO1)Nc1ncc(Cl)cc1Cl | 1 | -1 |
| CCOC(=O)C1=C(COC(=O)c2ccc(OC(C)C)cc2)NC(=O)NC1C (stereo unspecified) | 12 | -2 |
| O=C(CNS(=O)(=O)c1ccc2ccccc2c1)Nc1ccc(F)c(F)c1F | -1 | 6 |
| CCc1ccc(OC(=O)Cc2ccc(OC)c(S(=O)(=O)N3CCOCC3)c2)cc1 | 2 | 1 |
| COc1ccc([C@@H]2[C@@H]3C(=O)N(C(C)(C)C)C(=O)[C@@H]3[C@]3(Cc4ccccc4)C(=O)N(c4cccc(C)c4)C(=O)N23)cc1 | -2 | 2 |
| Nc1cc(C(=O)OCC(=O)NNC(=O)c2ccccc2)ccc1Cl | 4 | 4 |
| COc1ccc(CC(=O)OCC(=O)Nc2ccc(Cl)cc2C)cc1 | 2 | -2 |
| COc1cccc(-c2nc(SC)nc3sc(C(=O)NC(C)(C)C)c(N)c23)c1 | 1 | 0 |
| COc1ccc(S(=O)(=O)Nc2cc3c4c(c2)CCN4C(=O)CC3)cc1C | 6 | 1 |
| CC(Oc1ccccc1)C(=O)N1CCN(c2ccc(N3CCOCC3)nn2)CC1 (stereo unspecified) | -3 | 4 |
| N#Cc1ccccc1S(=O)(=O)N1CCN(CC(O)CN2CCOCC2)CC1 (stereo unspecified) | -1 | 2 |

(more compounds)
SMILES	IDE cell inh	IDE cell activ
O=C(COC(=O)c1ccc(Cl)nc1)NCCNC(=O)COC(=O)c1ccc(Cl)nc1	-4	4
COc1cccc(NC(=O)CSc2nc(=O)n(Cc3ccncc3)c3c2CCCC3)c1	-8	6
Cc1ccn2c(=O)nc(SCC(=O)NCc3ccco3)nc2c1	12	-1
O=S(=O)(NNc1ncc(C(F)(F)F)cc1Cl)c1ccccc1	1	4
COc1cc(-c2ccc3sc(-c4ccsc4)c(C#CCO)c3c2)cc(OC)c1OC	0	0
C=CCC[C@@H](Cc1ccc(F)cc1)C(=O)OC[C@H](Cc1c[nH]c2ccccc12)NC(=O)[C@H](CC=C)CC(=O)NCCO	0	-2
C#CCOCCOCCOCCNc1nc(N2CCN(C(=O)CCCCCCCCCCNC(=O)[C@H]([C@@H](C)CC)n3cc(CCCCCN)nn3)CC2)nc(N2CCN(C(=O)CCCCCCCCCCNC(=O)[C@H]([C@@H](C)CC)n3cc(CCCCN=C(N)N)nn3)CC2)n1	-5	51*
Cc1ccc(S(=O)(=O)N2CCN(C)CC2c2ccccc2)cc1 (stereo unspecified)	4	-5
CCOc1ccccc1OCCCC(=O)ON=C(N)c1ccccc1	5	-2
O=C(CS(=O)(=O)c1ccc(F)cc1)NCc1ccccc1	-5	5
CN(CC(=O)Nc1ccccc1C(F)(F)F)C(=O)c1ccc(-c2ccc(Cl)cc2)o1	2	3
COc1ccc(-n2nnnc2SCC(=O)N(C)C2CCS(=O)(=O)C2)cc1 (stereo unspecified)	0	-3
COC(=O)C1=C(C)N(Cc2ccccc2)C(=NCCN2CCOCC2)N[C@H]1CCc1ccccc1	-1	2
Cn1cccc1C(=O)OCc1cc(-c2ccco2)on1	-1	-1
C=CCOC(=O)C1=C[C@@H](c2ccc3c(c2)OCO3)C[C@@H](OCCCCO)O1	2	0
Cc1ccccc1-c1cc(C(=O)O)nn1CC1CC(c2cccc([N+](=O)[O-])c2)=NO1 (stereo unspecified)	4	3
COCCN(C(=O)COC(=O)Cc1c(C)nc2ccccc2c1C)c1c(N)n(CC(C)C)c(=O)[nH]c1=O	-3	0
C[C@H](CO)N1C[C@H](C)[C@@H](CN(C)C(=O)Nc2ccc(C(F)(F)F)cc2)Oc2c(NS(=O)(=O)c3cccs3)cccc2C1=O	9	1
COCCN(CC(=O)Nc1ccccc1C(F)(F)F)C(=O)/C=C/c1ccc2ccccc2n1	0	0
COc1ccc(Cl)cc1NC(=O)CN(C)C(=O)Cc1n[nH]c(=O)c2ccccc12	3	2
O=C(CSc1nnnn1-c1ccccc1)NCC1(N2CCOCC2)CCCCC1	-1	-1
CCCCn1c(N)c(N(Cc2ccccc2OC)C(=O)c2cc(CC)c(C)s2)c(=O)[nH]c1=O	-2	6
COc1cccc(CNC(=O)COC(=O)C23CC4CC(CC(Cl)(C4)C2)C3)c1	1	3
Cc1ccc(SCCC(=O)NNC(=O)c2ccccc2F)cc1	3	-1
CCCCN(C(=O)/C=C/c1ccc(OC)cc1)C1CCS(=O)(=O)C1 (stereo unspecified)	4	2

Reprinted from the results shown for reference:
SMILES	IDE cell inh	IDE cell activ
COc1ccc(Cl)cc1NC(=O)CN(C)C(=O)Cc1n[nH]c(=O)c2ccccc12	3	2
O=C(CSc1nnnn1-c1ccccc1)NCC1(N2CCOCC2)CCCCC1	-1	-1

Additional entries:
SMILES	IDE cell inh	IDE cell activ
O=c1oc2ccccc2n1Cc1cccc(C(F)(F)F)c1	-4	-5
O=C(Cn1cc([N+](=O)[O-])ccc1=O)N1CCc2ccccc21	-4	3
CCN(C(=O)CN1C(=O)NC(c2ccccc2)(c2ccc(C)c(C)c2)C1=O)C1CCS(=O)(=O)C1 (stereo unspecified)	1	4
COC(=O)C1=C(C)N(CCCC(=O)O)C(=O)NC1c1ccccc1Cl (stereo unspecified)	-1	0
CC[C@@H]1C=C(C(=O)O)[C@H](c2ccc(C#N)cc2)N1S(=O)(=O)c1ccc(C)cc1	-4	7
CCC(=O)NC(c1cccs1)c1cc(Cl)c2ccccc2c1O (stereo unspecified)	17*	1
C[C@H](CO)N1C[C@H](C)[C@@H](CN(C)S(C)(=O)=O)Oc2c(NC(=O)Nc3ccccc3)cccc2C1=O	5	2
CCOC(=O)c1c(C)nsc1NCc1ccccc1	4	0
O=C1C=C(c2ccc(-c3ccccc3)cc2)C[C@@H](c2ccc(F)cc2)C1	4	1

Screening data as filed in PubChem.
